# Source: PubChem
# Tb hexokinase: blocks Trypanosoma brucei hexokinase 1 activity; inhibition, % at 10 µM; AID 1430; recombinant TbHK1, G6PDH-coupled NADH A340; actives 0.11% (n = 220,000);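 active = inhibition of 50% or more in the single-dose primary screen; inactive = inhibition below 50%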
# EBV gp42 inh: blocks Epstein-Barr virus glycoprotein 42 binding. actives 0.42% (n = 220,000). AID 1085. inhibition, % (tested at 21.74 µM). Fluorescence polarization binding assay, mP read-out; in the data active = inhibition above about 50%
# Target sequence (Q1HVG2 whole entry, looked up): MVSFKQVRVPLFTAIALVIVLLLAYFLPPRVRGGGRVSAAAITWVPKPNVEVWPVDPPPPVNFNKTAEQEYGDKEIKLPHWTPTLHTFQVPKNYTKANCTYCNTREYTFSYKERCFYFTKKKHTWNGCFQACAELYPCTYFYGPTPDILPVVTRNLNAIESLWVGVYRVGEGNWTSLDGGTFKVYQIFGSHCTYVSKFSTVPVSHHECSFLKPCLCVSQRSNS
# Runt-SMMHC FRET: blocks binding of human RUNX1 Runt domain to CBFb-SMMHC. Cerulean-Runt/Venus-CBFb-SMMHC FRET ratio 530/480, 1 h. inhibition, % at 20 µM. actives 0.74% (n = 220,000). AID 1434;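 active = mean inhibition across duplicate retests at 20 µM reaching about 50%, limit read from the data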;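 also: 0% = DMSO wells and 100% = wells with excess untagged CBFb-SMMHC; inhibitors lower the FRET ratio by blocking Runt binding to CBFb-SMMHC; some results filed as inactive read as strong as hits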
# p97 inhibitor: inhibitors of human p97 ATPase | inhibition, % at 8 µM | actives 0.42% (n = 220,000) | recombinant p97 ATPase, Kinase-Glo ATP luminescence, 3 h | P55072; in the data active = inhibition above about 15%;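 also: 0% = DMSO vehicle and 100% = wells lacking enzyme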
# Runt-CBFb FRET: inhibitors of human RUNX1 Runt domain binding to CBFb; Cerulean-Runt/Venus-CBFb FRET ratio 530/480, 1 h; AID 1496; actives 0.46% (n = 220,000); Q01196+Q13951; inhibition, % at 20 µM;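 active = inhibition over about 50% at 20 µM in the single-dose screen, limit read from the data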;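 also: 0% = DMSO wells and 100% = excess unlabeled CBFb competitor control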
#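 Measured by: fluorescence energy transfer, 422 nm excitation, 530/480 nm emission; test system: Cerulean-tagged RUNX1 Runt domain (FRET donor) fusion protein; buffer or medium: Tris pH 7.5 buffer with BSA; compound: one dose, 20 µM compound, 1% DMSO; times: two 1 h room-temperature incubations shielded from light; benchmarks: unlabeled CBFb 5 µM, positive control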
# Furin inhibitor: inhibitors of human furin; P09958; purified furin, fluorogenic substrate cleavage; inhibition, % at 30 µM; actives 0.061% (n = 220,000); in the data active = inhibition above about 25%; also: inactives centre near -15
# Calpain2 inh: blocks pig calpain II enzyme activity. purified calpain II, fluorogenic peptide substrate, 30 min. inhibition, % at 16 µM. actives 0.37% (n = 220,000);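 active = inhibition above about 50%, limit read from the data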
# p47phox inh: blocks human p47phox regulatory protein of NADPH oxidases. actives 0.53% (n = 220,000). inhibition, % at 24.7 µM. P14598. p47phox/p22phox peptide binding, fluorescence polarization, 2 h;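 active = inhibition above about 30%, limit read from the data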;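 also: 0% = p47phox with labelled peptide and 100% = labelled peptide alone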
# Target sequence (P14598 whole entry, looked up): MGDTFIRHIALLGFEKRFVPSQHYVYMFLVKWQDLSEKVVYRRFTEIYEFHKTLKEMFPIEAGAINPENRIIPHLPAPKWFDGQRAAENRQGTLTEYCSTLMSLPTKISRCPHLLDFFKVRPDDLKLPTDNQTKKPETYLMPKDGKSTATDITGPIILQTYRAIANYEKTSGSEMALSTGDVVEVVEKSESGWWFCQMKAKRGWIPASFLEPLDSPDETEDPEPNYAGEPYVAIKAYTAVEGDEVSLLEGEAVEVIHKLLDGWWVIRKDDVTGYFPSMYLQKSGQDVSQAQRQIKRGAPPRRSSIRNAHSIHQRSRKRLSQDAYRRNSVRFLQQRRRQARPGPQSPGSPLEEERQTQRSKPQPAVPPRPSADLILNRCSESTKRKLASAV
# RBBP9 inhibitor: human RBBP9 hydrolase inhibition; recombinant RBBP9, FP-Rh probe fluorescence polarization; actives 0.2% (n = 220,000); inhibition, % at 7.94 µM; O75884;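 active = inhibition above the campaign mean of all tested compounds plus 3 SD, cut at about 14% in these data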;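 also: plate controls were DMSO wells with RBBP9 for no effect and wells lacking RBBP9 protein for full effect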
# Target sequence (O75884 whole entry, looked up): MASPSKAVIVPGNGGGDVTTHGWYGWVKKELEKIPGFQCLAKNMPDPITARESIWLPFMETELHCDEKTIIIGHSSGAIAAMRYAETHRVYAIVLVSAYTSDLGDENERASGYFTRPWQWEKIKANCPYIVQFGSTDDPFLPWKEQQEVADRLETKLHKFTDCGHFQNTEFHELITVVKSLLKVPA
#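 Assay system: recombinant human RBBP9; Reagent: Serine-hydrolase probe FP-Rh, 375 nM pre-mixing; Doses: 7.94 µM single dose, 0.794% DMSO; Incubation: 30 min then 45 min, 25 °C; Detection: fluorescence polarization (mP), excitation 525 nm, emission 598 nm; Evaluation: percent inhibition from mP, scaled between DMSO and no-protein wells.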
# Starred values were filed as active, the others as inactive; · = no result given; [ ] = dose if it differs, or a comment.
no.	structure	Tb hexokinase	EBV gp42 inh	Runt-SMMHC FRET	p97 inhibitor	Runt-CBFb FRET	Furin inhibitor	Calpain2 inh	p47phox inh	RBBP9 inhibitor
1	COCCN1CC(O)=C(c2nc3ccccc3c(=O)[nH]2)C1=N	-17	-6	-2	3	0	-17[20 µM]	-224	-20	-6
2	O=C(CSc1nc(-c2ccc(F)cc2)cs1)Nc1ccccn1	3	-26	-1	10	0	-24	7	-17	-7
3	C=CCOc1ccc(CNC(C)(C)CO)cc1OCC	-6	-22	-6	-1	-1	-22[20 µM]	4	-8	-4
4	C=CCOc1ccc(CNc2ccc3[nH]c(=O)[nH]c3c2)cc1OCC	-5	-23	·	5	·	-26	-5	-4	18*
5	CCCCNC(=O)c1sc(=S)n(-c2ccccc2OC)c1N	-19	-10	6	-2	10	-18[20 µM]	16	-9	-9
6	CCCN(Cc1ccccc1)C(=S)Nc1ccc(OC(F)F)cc1	5	-13	-3	2	1	-20	13	-5	-7
7	O=C(NCCN1CCCC1)C1CCN(S(=O)(=O)N2CCC3(CC2)OCCO3)CC1	-1	-15	4	3	2	-10[20 µM]	13	-4	-5
8	Cc1ccc(NC(=O)Nc2sc(=S)n(C)c2C)cc1	-10	-3	-1	4	4	-20[20 µM]	-19	-23	1
9	CCOC(=O)c1sc(=S)n(-c2cccc(C(F)(F)F)c2)c1SC	-2	-17	-2	1	-1	-27[20 µM]	7	-9	-7
10	CCOC(=O)C1=C(C)NC(=O)NC1c1ccc(OCC(=O)OC)c(OC)c1 (centres undefined)	0	-6	0	1	0	-12	-11	-8	-1
11	Cc1cc(OCC(=O)N(C(C)C)C(C)C)ccc1Cl	1	-6	-3	0	1	-15	-12	1	-5
12	COc1ccc(CN(Cc2ccccn2)C(=O)CN2C(=O)C(C)Oc3ccccc32)cc1 (centres undefined)	-2	-2	-1	-2	-4	-25	-31	-7	-7
13	COc1ccc2cc(Br)ccc2c1CC(=O)NC(C)C	-10	-20	·	10	·	-11	0	2	5
14	COc1ccc(Cl)cc1C(=O)NNC1CC(=O)N(Cc2ccc(Cl)cc2)C1=O (centres undefined)	-6	-11	0	-2	20	-30	-51	-20	-10
15	O=C(Nc1cc(C(F)(F)F)ccc1Cl)c1cc(C2CC2)on1	8	-17	-1	-1	0	-14[20 µM]	-7	1	0
16	COc1cccc(-c2c[nH]c(=O)[nH]c2=O)c1	2	-10	2	3	-2	-27	-24	-2	-1
17	COC(=O)/C=C/C(=O)N1CCN(c2cccc(Cl)c2)CC1	4	-19	4	4	-2	-24	1	-24	-7
18	C/C(=N\NC(=O)c1c(Br)c(C)nn1C)c1cccc(NC(=O)c2ccccc2C)c1	24	11	2	3	-2	-13	-11	-12	-6
19	CCOC(=O)c1ccc(Cn2cnc3ccccc3c2=O)cc1	2	-4	0	-5	0	-14[20 µM]	15	-6	-9
20	O=c1cc(-c2ccccc2)nc(N2CCN(Cc3ccc4c(c3)OCO4)CC2)[nH]1	-9	-7	0	0	2	15[20 µM]	-15	-6	-1

# Records 8 through 13 from above:
no.	structure	Tb hexokinase	EBV gp42 inh	Runt-SMMHC FRET	p97 inhibitor	Runt-CBFb FRET	Furin inhibitor	Calpain2 inh	p47phox inh	RBBP9 inhibitor
8	Cc1ccc(NC(=O)Nc2sc(=S)n(C)c2C)cc1	-10	-3	-1	4	4	-20[20 µM]	-19	-23	1
9	CCOC(=O)c1sc(=S)n(-c2cccc(C(F)(F)F)c2)c1SC	-2	-17	-2	1	-1	-27[20 µM]	7	-9	-7
10	CCOC(=O)C1=C(C)NC(=O)NC1c1ccc(OCC(=O)OC)c(OC)c1 (centres undefined)	0	-6	0	1	0	-12	-11	-8	-1
11	Cc1cc(OCC(=O)N(C(C)C)C(C)C)ccc1Cl	1	-6	-3	0	1	-15	-12	1	-5
12	COc1ccc(CN(Cc2ccccn2)C(=O)CN2C(=O)C(C)Oc3ccccc32)cc1 (centres undefined)	-2	-2	-1	-2	-4	-25	-31	-7	-7
13	COc1ccc2cc(Br)ccc2c1CC(=O)NC(C)C	-10	-20	·	10	·	-11	0	2	5

# (cont.)
no.	structure	Tb hexokinase	EBV gp42 inh	Runt-SMMHC FRET	p97 inhibitor	Runt-CBFb FRET	Furin inhibitor	Calpain2 inh	p47phox inh	RBBP9 inhibitor
21	Cc1ccc2cc(C#N)c(NCCNC(=S)NCCCN(C)C)nc2c1C	9	2	45	0	25	-14	-104	-6	-1
22	COc1ccc(NC(=O)C(c2cc3c(cc2[N+](=O)[O-])OCO3)N(C)c2ccccc2)cc1 (centres undefined)	29	-11	6	8	11	-16	-25	5	-2
23	COc1ccc(C(=O)N2CCN(Cc3cc(OC)c(O)c(OC)c3)CC2)cc1OC	0	-5	-2	4	4	-25	-4	-10	-4
24	N/C(=N\OC(=O)CCCOc1ccccc1)c1ccccn1	12	1	0	-7	-1	3	7	-3	-22
25	CCOC(=O)c1cn(CC(=O)Nc2ccc3c(c2)OCCO3)nn1	4	-13	-1	3	-1	1[20 µM]	-14	-20	-3
26	COc1ccc(OC)c(-n2c(-c3cnccn3)n[nH]c2=S)c1	6	-5	-3	4	6	-13[20 µM]	7	4	-5
27	O=C(NCCc1ccc(Cl)cc1)c1ncn[nH]1	3	-11	3	5	1	-18	-15	-9	-3
28	c1ccc(-c2cc(CSc3nc4ccccc4[nH]3)on2)cc1	8	0	1	-2	-2	-14[20 µM]	11	-8	-11
29	O=C1CCc2cc(S(=O)(=O)NCCCC(=O)N3CCN(Cc4ccc5c(c4)OCO5)CC3)ccc2N1	-11	-2	3	-1	3	-21	-4	-8	1
30	COc1cccc(NC(=O)N2CCN(c3nc(-c4cccc(OC)c4)cs3)CC2)c1	-9	-16	-4	6	7	-2	23	-23	-8
31	CCC(=O)N1CCc2cc(S(=O)(=O)N3CCN(C(=O)c4ccco4)CC3)ccc21	-5	-13	2	2	3	-11[20 µM]	-17	-11	-1
32	COc1ccc(CN(CC(=O)NCC2CCCO2)C(=O)CCC(=O)Nc2cc(C)on2)cc1 (centres undefined)	3	3	2	6	-1	-15[20 µM]	7	-10	-2
33	CCc1n[nH]c(=O)n1Cn1c(CC)n[nH]c1=O	-6	-4	-2	0	1	-17[20 µM]	-54	37*	-2
34	CC1(C)CC(=O)C=C(NCc2cccc(C(F)(F)F)c2)C1	-5	-2	2	3	1	-25	-21	-8	1
35	COC(=O)c1cc(OC)c(OCc2cc(C(=O)OC)oc2C)c(OC)c1	0	4	0	-1	0	-20[20 µM]	-2	-2	3
36	Cc1ccc(C)c(C(=O)CSc2n[nH]c(C(C)C)n2)c1	-8	-7	4	-1	4	-13	-14	-13	-7
37	C/C(=N\S(=O)(=O)c1ccc(C)cc1)NC(=S)Nc1ccccc1	2	-3	-1	1	-1	-30	11	-13	4
38	CCc1ccc(OCC(=O)NC(NC(=S)Nc2ccccc2OC)C(Cl)(Cl)Cl)cc1 (centres undefined)	-9	-20	5	2	4	-20	14	-1	-1
39	Cc1cccc(-n2c3nc(=O)[nH]c(=O)c-3cc3cc([N+](=O)[O-])ccc32)c1	-11	-8	55*	9	21	-14	-21	-9	-6
40	Cc1ccc2nc(SCC(=O)c3ccc4c(c3)NC(=O)CO4)[nH]c2c1	-4	4	-5	2	2	-18	-29	-22	-16
41	COc1ccc(N2C(=O)C(Cc3ccccc3)NC2=S)cc1 (centres undefined)	-1	-8	-5	2	-1	-22	20	-10	-1
42	Cc1nc2ccccn2c1C(=O)N/N=C/c1ccccc1[N+](=O)[O-]	-28	-19	-3	4	1	-2[20 µM]	6	6	-2
43	O=C(COc1ncnc2sccc12)Nc1cccc(S(=O)(=O)N2CCCC2)c1	-10	-7	0	6	2	-14	-9	-19	-15
44	N#Cc1cnn2c(-c3ccc(Cl)cc3Cl)ccnc12	-11	1	-4	-3	2	-15	-393	2	-2
45	CCCOc1c(OC)cccc1C1CC(=O)Nc2cc3c(cc21)OCO3 (centres undefined)	1	-28	-2	4	0	-7[20 µM]	-19	-10	2
46	CCOC(=O)C1=C(C)OC(N)=C(C#N)C1c1cc(F)ccc1F (centres undefined)	-9	0	1	1	2	-22[20 µM]	17	2	-2
47	Cc1[nH]c2ccccc2c1C(=O)CN1CCN(C2CCCCC2)CC1	-1	-24	0	1	1	-27	5	-6	-6
48	O=C(CCc1nnc(CCc2c[nH]c3ccccc23)o1)NC1CCC1	-7	-7	-3	6	-1	-16	-16	-5	1
49	O=C(NCc1ccco1)C(c1ccc(F)cc1)N(Cc1cccnc1)C(=O)Cn1nnc2ccccc21 (centres undefined)	0	8	0	-5	1	-23	10	8	-4
50	Cc1ccsc1C1C(C#N)=C(N)OC2=C1C(=O)CCC2 (centres undefined)	0	-3	·	-4	·	-17	21	3	-14
51	CCn1c(SCC(=O)N2CCN(c3cccc(Cl)c3)CC2)nc2ccccc2c1=O	8	-5	-2	-1	-14	0[20 µM]	23	-18	-1
52	CCc1cc(=O)oc2cc(OCc3nn[nH]n3)ccc12	-18	-14	-3	5	-1	-4	-52	-11	-5
53	COc1cccc(Cn2nnc(C(=O)NCc3ccc(F)cc3)c2N)c1	-1	-2	-3	-3	1	-27	-15	0	-8
54	CN(CCOC(=O)/C=C/c1ccccc1)C(C)(C)C	-6	8	2	-5	-2	-14	-12	5	-4
55	C[C@@H]1O[C@@H](O[C@H]2[C@H](Oc3cc(O)c4c(c3)O[C@H](c3ccc(O)cc3)CC4=O)O[C@H](CO)[C@@H](O)[C@@H]2O)[C@H](O)[C@H](O)[C@H]1O	-9	-21	-1	4	0	-55	-21	-7	-2
56	O=C(NNC1=NS(=O)(=O)c2ccccc21)C1CC(=O)N(c2ccccc2)C1 (centres undefined)	-11	-6	-3	-2	0	-18	-3	2	0
57	O=C(NNC(=S)NC1CCCCC1)c1ccc2c(c1)OCO2	1	0	4	5	2	-11	2	-1	3
58	O=C1CCC/C1=C/Nc1cccc(F)c1	-83	-20	5	8	1	-3	-3	-6	0

# Runt-SMMHC FRET: what is marked active above.
no.	structure	Tb hexokinase	EBV gp42 inh	Runt-SMMHC FRET	p97 inhibitor	Runt-CBFb FRET	Furin inhibitor	Calpain2 inh	p47phox inh	RBBP9 inhibitor
39	Cc1cccc(-n2c3nc(=O)[nH]c(=O)c-3cc3cc([N+](=O)[O-])ccc32)c1	-11	-8	55*	9	21	-14	-21	-9	-6
